IL1B secr inh: qHTS for Inhibitors of Inflammasome Signaling: IL-1-beta AlphaLISA Primary Screen; 360,000 compounds, 4.7% hits; activity change, % at 57.5 µM; THP-1 LPS/ATP IL-1B secretion, AlphaLISA, 16 h; hits give low values; AID 743279, 2014; in the data active = activity change below about -50%; inconclusive = mostly about -30% to -49%; note: % is set by controls: 0 for no effect and ±100 for the full control effect
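Secreted IL-1B measured by AlphaLISA bead assay after 16 h compound exposure of THP-1 cells; compounds (final up to 57.5 uM) added 1 h before LPS (250 ng/mL) and ATP (1.25 mM) stimulation; lower signal means less secretion.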
DRD3 agonist: qHTS of D3 Dopamine Receptor Agonist: qHTS. AID 652048, 2013. D(3) dopamine receptor (Homo sapiens), P35462. max activation, %. 410,000 compounds, 0.58% hits. D3R DiscoveRx beta-arrestin cells, luminescence, 90 min; in the data active = max activation above about 30%; note: 0% is about no effect; mostly tested at two doses, the higher about 12 µM
Target sequence (P35462 whole entry, looked up): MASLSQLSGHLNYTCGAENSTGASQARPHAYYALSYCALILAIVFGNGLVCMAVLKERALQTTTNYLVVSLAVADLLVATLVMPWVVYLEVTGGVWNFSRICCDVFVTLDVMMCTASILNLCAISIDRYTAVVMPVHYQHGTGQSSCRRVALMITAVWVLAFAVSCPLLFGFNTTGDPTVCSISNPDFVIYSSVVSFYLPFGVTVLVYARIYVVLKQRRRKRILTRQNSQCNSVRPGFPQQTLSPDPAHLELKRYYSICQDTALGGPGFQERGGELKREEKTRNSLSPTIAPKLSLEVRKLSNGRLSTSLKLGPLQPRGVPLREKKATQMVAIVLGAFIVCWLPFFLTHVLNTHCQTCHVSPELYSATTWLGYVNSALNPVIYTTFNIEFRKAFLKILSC
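Cells at 1500/well, incubated overnight, then treated with pinned compounds (dopamine as control) for 90 min at 37 degrees C. DiscoveRx reagent added for 30 - 60 minutes at room temperature; luminescence read.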
SW480 rerep: A quantitative high throughput screen for small molecules that induce DNA re-replication in SW480 colon adenocarcinoma cells; SW480 DNA re-replication, Hoechst DNA content imaging, 48 h; Potency, µM (highest dose often 46.1 µM), inactives show at the top dose re-replication activation, actives largely listed as activators; AID 624297, 2012; 340,000 compounds, 1.8% hits; note: potency is the fitted concentration of half-maximal effect; % of control where 0% means no effect; nearly all actives have a fitted effect of over 55% in size
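DNA re-replication was detected as more nuclei of elevated Hoechst intensity after 48 hr exposure to compound (23 nL pinned per well of 250 cells).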
HEK293 tox: qHTS of GLP-1 Receptor Inverse Agonists: Cytotox Screen. HEK293 cAMP-luciferase reporter cells, luminescence, 24 h. AID 624418, 2012. Potency, µM (titrated, usually from 38.3 µM), inactives show at the highest dose activity change, negative = inhibition, actives largely listed as inhibitors. 410,000 compounds, 0.13% hits;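 note: loss of luciferase light is scored as toxicity; potency is the fitted concentration of half-maximal effect; % is set by controls: 0 for no effect and ±100 for the full control effect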
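Cells in DMEM/10% Nu serum/1% pen-strep, 1536-well format. Pre-incubated 12 h, dosed with 23 nL compound, incubated a further 24 h. Luciferase detection, 12 min at room temp, luminescence.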
MCF10A rereplic: A quantitative high throughput screen for small molecules that induce DNA re-replication in MCF 10a normal breast cells; MCF 10A DNA re-replication, Hoechst nuclear intensity, 48 h; Potency, µM (doses to about 46.1 µM), for inactives: at the top dose activity, positive = re-replication, most hits filed as activators; 350,000 compounds, 2.9% hits; AID 624296, 2012; note: potency is the fitted concentration of half-maximal effect; % of control where 0% means no effect; nearly all actives have a fitted effect of over 50% in size
HT1080NT lethal: qHTS for induction of synthetic lethality in tumor cells producing 2HG: qHTS for the HT-1080-NT fibrosarcoma cell line. 360,000 compounds, 1.6% hits. HT-1080-NT fibrosarcoma viability, CellTiter-Glo ATP luminescence, 48 h. Potency, µM (highest dose often 46.1 µM), for the others: top-dose activity, negative = less viability, actives largely listed as cytotoxic;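 note: NT is the 2HG producing partner of a matched IDH1 knockdown line; potency is the fitted concentration of half-maximal effect; 0% = DMSO-treated cells and -100% = media-only wells without cells; nearly all actives have a fitted effect of over 55% in size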
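Fibrosarcoma NT cells, 750 per well in 5% FBS RPMI, were exposed to compound for 48 hours. Viability: CellTiter-Glo luminescence.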
KB-V1 cytotox: qHTS assay for MDR1-selective chemotherapeutics: Primary screen using the drug-selected MDR subline cells KB-V1; Potency, µM (highest dose often 46.1 µM), for the others: at the highest dose activity change, negative = cytotoxicity, usual class: cytotoxic; 400,000 compounds, 3.4% hits; KB-V1 MDR cells viability, CellTiter-Glo, 72 h; AID 1347076, 2019; note: potency is the fitted concentration of half-maximal effect; % is set by controls: 0 for no effect and ±100 for the full control effect; nearly all actives have a fitted effect of over 60% in size
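KB-V1 cells (P-gp-expressing MDR subline of KB-3-1) in phenol-red-free DMEM with 10% FBS were exposed to library compounds over a concentration series for 72 h at 37 degrees C. Viability read by CellTiter-Glo luminescence; concentration-effect curves fitted after normalization.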
HT1080 IDH1KD tx: qHTS for induction of synthetic lethality in tumor cells producing 2HG: qHTS for the HT-1080-IDH1KD cell line | Potency, µM (top dose mostly 46.1 µM), inactives show top-dose activity, negative = toxicity, most hits filed as cytotoxic | HT-1080 IDH1 knockdown viability, ATP luminescence, 48 h | AID 686971, 2013 | 360,000 compounds, 2% hits;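 note: potency is the fitted concentration of half-maximal effect; 0% = DMSO wells and -100% = cell-free medium wells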
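Assay cells: HT-1080 with IDH1 knockdown, 750 per well, RPMI/5% FBS. Exposure: 48 h at 37 °C following 2 h pre-incubation. Read: CellTiter-Glo luminescence; fitted concentration-response, curve class assigned.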
KB-3-1 cytotox: qHTS assay for MDR1-selective chemotherapeutics: Primary screen using the parental adenocarcinoma cell KB-3-1. KB-3-1 viability, CellTiter-Glo ATP luminescence, 72 h. 400,000 compounds, 1.4% hits. AID 1347075, 2019. Potency, µM (titrated, usually from 46.1 µM), for the others: at the top dose activity change, negative = cytotoxic, actives largely listed as cytotoxic; note: potency is the fitted concentration of half-maximal effect; % is set by controls: 0 for no effect and ±100 for the full control effect; nearly all actives have a fitted effect of over 60% in size
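Cytotoxicity in the drug-sensitive parental line KB-3-1 was scored as loss of CellTiter-Glo luminescence following 72 h incubation with compound. Values come from curve fitting of normalized concentration-response data.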
An asterisk follows results filed as active; ? = inconclusive; nt = not tested or not shown; [ ] = remark or other dose. Unless noted, calls come from the whole dose curve; as a rule, active = well fitted curve in the direction sought with a large enough effect; inconclusive = small, poorly fitted or top-dose-only effect, or another doubt; inactive = no such curve, though single readings can be large; an effect the other way counts as inactive or inconclusive.

SMILES | IL1B secr inh | DRD3 agonist | SW480 rerep | HEK293 tox | MCF10A rereplic | HT1080NT lethal | KB-V1 cytotox | HT1080 IDH1KD tx | KB-3-1 cytotox
COc1ccccc1NS(=O)(=O)c1cccc(C(=O)NCc2ccco2)c1 | -13 | -7 | -3% | -3% | -4% | -5% | -21% | -11% | 13%
Cn1c(NCC(O)c2ccccc2)nc2c1c(=O)n(Cc1ccc(Cl)cc1)c(=O)n2C (stereo not given) | -18 | 7 | -2% | -19% | 9% | ? | ? | 8%[9.24 µM] | ?
Cc1cccc(-c2nc(C)c(CCNC(=O)c3cccs3)s2)c1 | nt | 4 | nt | -1% | nt | nt | ? | nt | 4%
CCCCCCCC(=O)NNC(=O)CCC(=O)O | 0 | -2 | 3% | 59%[activator] | 15% | 17% | 21% | -2% | -5%
CCOC(=O)c1c(C)[nH]c(C)c1S(=O)(=O)N1CCCC(C(=O)NCc2cccc(OC)c2)C1 (stereo not given) | nt | 8 | nt | 4% | nt | nt | 1% | nt | 18%
CCC(NS(=O)(=O)c1cn(C)nc1C)c1ccccc1 (stereo not given) | 15 | 0 | 3% | -2%[7.66 µM] | 0% | 16% | -2% | 18% | 5%
O=C(COC(=O)c1ccc[nH]c1=O)NC1CC1 | 12 | 2 | -14% | 1% | 10% | 7% | 18% | 7% | 8%
Cc1ccc(N(CC(=O)O)S(C)(=O)=O)cc1Cl | 18 | -2 | -1% | -3% | -4% | 8% | 17% | 6% | -1%
Cc1cc(S(=O)(=O)Nc2cccc(C(=O)O)c2)c(C)c(S(=O)(=O)c2ccccc2)c1 | nt | 5 | nt | 5% | nt | nt | 22% | nt | -6%
CC1=C(C(=O)N(C(C)C)C(C)C)CC(CC(=O)NCc2cccc3ccccc23)C(=O)N1Cc1ccc(F)cc1 (stereo not given) | -68* | 8 | nt | -9% | nt | ? | ? | ? | ?
COc1ccc(/C(N)=N/OC(=O)Cc2ccccc2[N+](=O)[O-])cc1 | -1 | -17 | 1% | -3% | 2% | 12% | 4% | 12% | 0%
CC(C)C(NS(=O)(=O)c1ccc2c(c1)Cc1cc(S(=O)(=O)NC(C(=O)O)C(C)C)ccc1-2)C(=O)O (stereo not given) | 31 | 9 | -6%[9.22 µM] | -5% | 3% | 2% | 13% | 10% | -6%
CCC(c1nnnn1C1CCCC1)N1CCN(Cc2ccccc2)CC1 (stereo not given) | -3 | -25 | -4% | 17% | -2% | -8% | -7% | -3% | -9%
CCN(CC)CC#CC(C)(C)OC(C)=O | 0 | -5 | -2% | ? | -4% | 3% | -5% | 4% | 10%
CN(C)c1ccc(-c2ccnc3c2CC(C)(C(=O)Nc2cccc(OC(F)(F)F)c2)O3)cc1 (stereo not given) | 18 | 3 | nt | -17% | nt | 4% | 3% | 1% | 0%
CCC(=O)N1CCC1(C)C(=O)Nc1ccc(Cl)c(Cl)c1 (stereo not given) | 3 | 2 | nt | 15% | nt | -4% | -2% | 12% | 0%
COC(=O)C1=C(C)NC(=O)CC1c1ccc(C(=O)OC)cc1 (stereo not given) | 4 | 3 | -2% | 0% | -4% | 2% | 1% | 0% | -3%
COc1ccc(-n2c(-c3cccc(OC)c3)nc(=S)c3c2CCCC3)cc1 | 19 | -15 | ? | -18% | ? | ? | 1% | ? | 7%
O=C(NCc1cccs1)c1ccc(CS(=O)Cc2ccc(Cl)cc2)o1 (stereo not given) | -15 | 6 | nt | 2% | nt | -2% | ? | -1% | -1%
CCN(c1cccc(C)c1)S(=O)(=O)c1nnc(NC(=O)c2ccco2)s1 | -15 | -13 | ? | 13% | 25% | -10% | 24% | -29% | 5%
CC(=O)Nc1ccc(S(=O)(=O)N2CC3(C)CC2CC(C)(C)C3)cc1 (stereo not given) | 47 | 15 | 30% | -6% | -1% | -1% | -10% | -17% | -3%
N#Cc1ccc(OS(=O)(=O)c2ccc(-c3ccon3)s2)cc1 | ? | 2 | 5% | 4% | ? | -15% | -9% | 0% | -3%
Cc1ccc(OCC(=O)N/N=C/c2ccc3c(c2)OCO3)cc1C | 2 | 3 | -14% | -14% | ? | ? | 22% | ? | -25%
CCn1c(=O)cc(SCC(=O)NCCN2CCN(Cc3ccccc3)CC2)c2ccccc21 | -18 | -15 | -1% | -13% | 15% | 7% | -8% | 0% | 9%
CCc1ccc(NC(=O)Cn2c(=O)n(CCC(C)C)c(=O)c3cccnc32)cc1 | nt | -14 | nt | -8% | nt | nt | 6% | nt | 0%
COC(=O)c1cn(C(=O)c2ccc(OC)cc2)c2ccccc12 | 8 | -6 | 2.3µM* | ? | 5.8µM* | ? | -14% | 4.6µM* | ?
CCCCOC(=O)c1cccc(NC(=O)c2cc3ccccc3o2)c1 | nt | -13 | nt | 15% | nt | nt | -10% | nt | -18%
C=CCOC(=O)C(C(=O)Cc1ccccc1)c1ccccc1 (stereo not given) | 33 | -12 | -5% | 5% | 17% | 4% | 11% | 3% | 9%
CC1CC(=O)N(CC(=O)Nc2cccc(Cl)c2)c2ccccc2S1(=O)=O (stereo not given) | -7 | 4 | -8% | 11% | -28% | -2% | 0% | 8% | 19%
CC(C)Cc1ccc(C(=O)NCc2ccc3c(c2)OCO3)o1 | 3 | 10 | ? | 1% | 17% | -1% | 3% | -5% | ?
Cc1ccccc1-c1ccc2c(c1)O[C@H](CN(C)C(=O)C1CC1)[C@@H](C)CN([C@@H](C)CO)S2(=O)=O | -6 | 11 | nt | 8% | nt | 14% | ? | -4% | -8%
CC1(c2nnc(Cc3ccccc3)o2)CC(c2cccnc2)=NO1 (stereo not given) | 32 | 3 | -1% | 8% | 2% | 18% | 0% | 14% | 19%
Cc1noc(C)c1C(=O)OC(C)C(=O)N(C)c1ccccc1 (stereo not given) | 0 | -8 | -32%[inhibitor] | 2% | 10% | 4% | 1% | 6% | 13%
CCc1nn(CC(=O)O)c(=O)c2ccccc12 | 29 | 6 | 10% | -1% | -4% | -2% | -3% | 1% | 7%
Cc1cc(C)cc(NC(=O)CSc2nnc(C3CC3)n2CC2CCCO2)c1 (stereo not given) | 14 | 4 | 3% | 6% | 1% | 17% | ? | 19% | 13%
COc1ccc(Cl)cc1NC(=O)CSc1nnc(-c2ccncc2)n1CC1CCCO1 (stereo not given) | 4 | -6 | 4% | -9% | -2% | 2% | -11% | 0% | -3%

Rewritten with each value named: 2 of the compounds above
SMILES: C=CCOC(=O)C(C(=O)Cc1ccccc1)c1ccccc1 (stereo not given)
  IL1B secr inh: 33; DRD3 agonist: -12; SW480 rerep: -5%; HEK293 tox: 5%; MCF10A rereplic: 17%; HT1080NT lethal: 4%; KB-V1 cytotox: 11%; HT1080 IDH1KD tx: 3%; KB-3-1 cytotox: 9%

SMILES: CC1CC(=O)N(CC(=O)Nc2cccc(Cl)c2)c2ccccc2S1(=O)=O (stereo not given)
  IL1B secr inh: -7; DRD3 agonist: 4; SW480 rerep: -8%; HEK293 tox: 11%; MCF10A rereplic: -28%; HT1080NT lethal: -2%; KB-V1 cytotox: 0%; HT1080 IDH1KD tx: 8%; KB-3-1 cytotox: 19%

More results:
SMILES | IL1B secr inh | DRD3 agonist | SW480 rerep | HEK293 tox | MCF10A rereplic | HT1080NT lethal | KB-V1 cytotox | HT1080 IDH1KD tx | KB-3-1 cytotox
CC(C)CC1NC(=O)c2cccnc2-n2c1nc1cc(F)ccc1c2=O (stereo not given) | 18 | -5 | nt | -5% | nt | 1% | 17% | 8% | 16%
O=C(CSc1ccccc1)NCCCc1ccccc1 | 3 | 8 | -5% | 0% | -5% | 0% | 9% | 1% | 7%
COc1ccc(N(CN2C(=O)C3CCCCC3C2=O)C(=O)c2ccco2)cc1 (stereo not given) | -8 | -3 | -11% | 5% | 0% | 10% | 2% | -2% | -17%
COc1ccc(-n2nc(C(=O)NCC(=O)N3CCN(c4ccccn4)CC3)c3ccccc3c2=O)c(OC)c1 | -7 | 6 | -1% | 5% | 0% | -21% | -10% | -15% | 14%
CNC(=O)c1[nH]cnc1C(=O)N[C@@H](C)C(=O)OC(C)(C)C | 7 | -9 | 5% | 10% | ? | -1% | 5% | 0% | 16%
CC(=O)c1ccc(OCC(=O)N(CCC2=CCCCC2)c2c(N)n(Cc3ccccc3)c(=O)[nH]c2=O)cc1 | 1 | -4 | 2% | -18% | ? | 0% | -2% | -1% | 5%
CCNc1ccc(C(=O)OCC(=O)Nc2cc(C)on2)cc1[N+](=O)[O-] | 17 | 0 | 3% | -15% | -3% | 12% | -13% | 0% | 4%
CCOC(=O)NC(=O)COC(=O)CNC(=O)c1cccc(OC)c1 | 16 | -2 | -7% | 0% | -2% | 16% | 4% | 19% | 4%
NC(=O)c1ccc(NC(=O)COC(=O)c2ccc([N+](=O)[O-])cc2)cc1 | 4 | -18 | -12% | -1% | 7% | 1% | 16% | 11% | 5%
c1nc(COc2nsnc2N2CCOCC2)cs1 | -7 | -8 | 2% | 6% | 6% | -12% | 5% | -5% | -3%
CCCCNC(=O)c1sc(=S)n(-c2ccccc2OC)c1N | -17 | 2 | -1% | 2% | 10% | 3% | 21µM* | 2% | 1%
COc1ccc(CNC(=O)c2cc(C3CC3)nc3c2cnn3C(C)C)cc1 | ? | -14 | -6% | 2% | 2% | -6% | -34% | -3% | -13%
O=C(Nc1cc(Cl)ccc1N1CCOCC1)c1ccco1 | ? | 0 | -6% | -15% | 0% | 17% | 8% | 0% | -11%

Screening results as filed in PubChem.
